PHOSPHO1 inh: inhibitors of human PHOSPHO1 phosphatase; inhibition, % at 13.3 µM; AID 1565; Q8TCT1; recombinant PHOSPHO1, absorbance phosphatase assay; actives 1.1% (n = 290,000); in the data active = inhibition above about 60%
Target sequence (Q8TCT1 whole entry, looked up): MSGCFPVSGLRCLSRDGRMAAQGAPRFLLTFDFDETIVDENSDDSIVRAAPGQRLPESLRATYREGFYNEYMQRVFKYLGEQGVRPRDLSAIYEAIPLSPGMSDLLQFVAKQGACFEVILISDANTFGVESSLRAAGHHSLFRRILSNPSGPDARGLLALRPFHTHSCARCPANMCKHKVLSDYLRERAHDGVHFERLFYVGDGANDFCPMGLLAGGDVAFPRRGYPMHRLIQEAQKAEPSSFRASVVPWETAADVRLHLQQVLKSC
MEKK3 PB1 HTS: modulators (inhibitors or enhancers) of MEK5 binding to human MEKK3 PB1 domain | Q99759 | bead-based flow cytometry, Alexa488-MEK5 binding to MEKK3; actives lie on both sides; 0 = blocked by unlabeled MEK5, 100 = vehicle | binding response (% of control), % at 10 µM | actives 1.4% (n = 290,000) | AID 1529;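 active = binding response more than 3 SD above or below the average of its plate-row segment, actives on both sides; inconclusive = wells at one plate position flagged as instrument error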;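 note: Alexa488 bead fluorescence after subtracting the streptavidin-only scavenger bead signal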
Target sequence (Q99759 whole entry, looked up, the tested form may be a part): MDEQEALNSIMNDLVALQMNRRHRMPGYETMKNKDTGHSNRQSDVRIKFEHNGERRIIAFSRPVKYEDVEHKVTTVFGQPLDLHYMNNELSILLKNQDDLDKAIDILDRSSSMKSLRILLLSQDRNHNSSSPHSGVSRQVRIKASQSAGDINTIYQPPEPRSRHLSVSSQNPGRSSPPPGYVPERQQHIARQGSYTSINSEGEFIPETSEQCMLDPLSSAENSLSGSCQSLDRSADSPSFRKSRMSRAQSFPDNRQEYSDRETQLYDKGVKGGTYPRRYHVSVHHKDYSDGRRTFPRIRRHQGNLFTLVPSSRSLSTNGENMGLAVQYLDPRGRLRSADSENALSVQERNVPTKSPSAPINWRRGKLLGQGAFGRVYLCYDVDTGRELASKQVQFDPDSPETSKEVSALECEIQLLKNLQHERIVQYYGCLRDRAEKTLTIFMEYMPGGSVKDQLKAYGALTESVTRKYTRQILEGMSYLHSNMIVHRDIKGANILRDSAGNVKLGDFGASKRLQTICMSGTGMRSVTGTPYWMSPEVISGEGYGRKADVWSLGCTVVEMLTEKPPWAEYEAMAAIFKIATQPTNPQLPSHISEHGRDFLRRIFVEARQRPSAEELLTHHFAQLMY
DNA FID counter: counter-screen for HCV NS3 helicase inhibitors: DNA intercalator displacement. DNA fluorescent intercalator displacement, fluorescence. inhibition, % at 7.9 µM. actives 0.17% (n = 290,000). AID 1845; in the data active = inhibition above about 37%;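 note: 0% = vehicle and 100% = reference compound; higher means more ethidium bromide displaced from hairpin DNA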
HCV NS3 hel inh: HCV NS3 helicase inhibition; NS3 helicase DNA unwinding, Cy5 molecular beacon fluorescence; actives 0.56% (n = 290,000); inhibition, % at 10.9 µM;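 active = inhibition above the mean of all tested compounds plus 3 SD, set per campaign, cut at about 35% in these data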;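 note: 0% = DMSO wells and 100% = thioflavine S control wells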
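Material: hepatitis C virus NS3 helicase domain fragment enzyme; measured by: Cy5 fluorescence, 0 and 60 min reads; control set: DMSO and thioflavine S; incubation: 60 min unwinding reaction at 25 °C after ATP addition; read-out basis: % inhibition from 60/0 min fluorescence ratio, DMSO 0%, thioflavine S 100%; repeats: singlicate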
IDE act: activators of human insulin-degrading enzyme in cells | P14735 | HEK cells, FAbeta-B cleavage, fluorescence polarization; 0% vehicle, 100% cell-free pure enzyme wells | activation, % at 5.96 µM | actives 0.073% (n = 340,000) | AID 493087;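 active = activation above the mean of all tested compounds plus 3 SD, set per screening campaign, cut at about 17% in these data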
VIM-2 inhibitor: blocks Pseudomonas aeruginosa VIM-2 metallo-beta-lactamase; purified VIM-2, nitrocefin hydrolysis, epi-absorbance fluorescence; inhibition, % at 5.6 µM; actives 0.89% (n = 290,000); AID 1527;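 active = inhibition above the mean of all tested compounds plus 3 SD, cutoff set per screening run, cut at about 7.5% in these data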;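 note: red hydrolysis product quenches plate fluorescence so inhibitors raise well fluorescence; 0% = enzyme with DMSO and 100% = DMSO without enzyme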
IMP-1 inhibitor: inhibitors of Pseudomonas aeruginosa IMP-1 metallo-beta-lactamase. purified IMP-1, nitrocefin hydrolysis, epi-absorbance fluorescence. inhibition, % at 5.6 µM. actives 0.45% (n = 290,000). AID 1556;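 active = inhibition above the mean plus 3 SD of all compounds in the same screening run, cut at about 4.5% in these data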;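 note: 0% = IMP-1 with DMSO and 100% = DMSO wells lacking enzyme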
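System: purified recombinant IMP-1 beta-lactamase. Medium: Zinc- and detergent-supplemented HEPES buffer, pH 7.1. Compound: one 5.6 µM dose […]. Schedule: 15 min preincubation plus 25 min reaction at 25 °C. Technique: Epi-absorbance fluorescence, 480 nm excitation, 530 nm emission.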
p-CIP stab down: compounds decreasing mouse p/CIP protein stability; Q05BA5; F442A p/CIP-EGFP cells, EGFP fluorescence, 16 h; decrease of EGFP signal, % at 10 µM; actives 0.01% (n = 290,000); AID 1984;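 active = EGFP signal decrease of at least 30% at 10 µM or well 3 SD below plate mean, unless failing retest; inactive = the rest, including hits failing retest or dose response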; note: some compounds called inactive have numbers as strong as hits; many of its hits are not listed in these tables
UBC9 SUMO inh: inhibitors of human SUMOylation (UBC9) | HTRF SUMOylation assay, SAE1/SAE2 + UBC9, in vitro | AID 2006 | P63279 | inhibition, % at 35 µM | actives 0.36% (n = 290,000); in the data active = inhibition above about 50%, passing the limit was not always enough; inconclusive = no clear call, values can overlap the other calls; note: strong numbers were not always called active
Target sequence (P63279 whole entry, looked up): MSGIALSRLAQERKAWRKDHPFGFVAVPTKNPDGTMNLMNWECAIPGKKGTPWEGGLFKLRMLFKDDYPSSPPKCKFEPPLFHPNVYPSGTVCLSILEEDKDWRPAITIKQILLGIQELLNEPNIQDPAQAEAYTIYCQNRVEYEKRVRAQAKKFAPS
* hit, by the source's call; ? = inconclusive; . = no result given. Some of the compounds tested; the hit share may differ from the screen's.

SMILES	PHOSPHO1 inh	MEKK3 PB1 HTS	DNA FID counter	HCV NS3 hel inh	IDE act	VIM-2 inhibitor	IMP-1 inhibitor	p-CIP stab down	UBC9 SUMO inh
N#C/C(=C\c1cc([N+](=O)[O-])c(N2CCCCC2)cc1N1CCCCC1)c1nn(-c2ccccc2)c(N)c1C#N	18	104	1	6	2	-2.9	-4.4	-18	-2
O=c1nc(SCc2cccc(C(F)(F)F)c2)nc2ccccn12	-11	102	-12	6	0	-0.9	-1.8	-3	13
CN(C)c1ccc(C(=S)NC2CCCCC2)cc1	-130	101	-1	-3	2	-1.2	-3.0	-15	5
CCC(C)(C)NC(=S)Nc1ccccc1C	11	98	-7	2	3	-1.9	-3.5	-1	12
COc1ccccc1C1CC(c2ccco2)=NN1c1ccccc1 (stereo not given)	-16	99	-12	34	5	-2.1	1.9	-22	26
O=C(Nc1ccc(N2CCCC2)cc1)c1ccc(Br)cc1	8	105	6	-57	5	-0.3	1.1	-1	25
O=C(Nc1ccc(Oc2ccccc2)nc1)C1CCCCN1Cc1ccc(OCCO)cc1 (stereo not given)	40	108	1	-10	0	-3.2	-3.1	-1	8
Fc1ccc(-c2csc3ncnc(N4CCN(Cc5ccccc5)CC4)c23)cc1	48	99	-9	-14	1	-3.4	-2.9	2	10
CSc1cccc(NC(=O)C2CC(=O)N(Cc3ccccc3)C2)c1 (stereo not given)	19	106	-18	-1	3	-2.2	-2.3	-5	25
N#Cc1ccc(OCC(=O)Nc2cc(S(=O)(=O)N3CCCCC3)ccc2N2CCCCC2)cc1	-16	107	1	11	-2	-3.1	-1.4	-5	6
COc1ccc(NC(=O)/C=C/c2ccc3c(c2)OCO3)cc1	23	100	-2	0	-1	-5.4	-5.7	-16	22
COc1ccc2nc(Nc3ccc4c(c3)OCO4)sc2c1	-13	105	-2	-8	3	-3.1	-2.5	3	20
CC(NC(=O)C1CCN(S(=O)(=O)c2cccc3cccnc23)CC1)c1ccccc1 (stereo not given)	41	101	-31	0	-5	-3.5	0.7	-7	.
O=[N+]([O-])c1ccc2nc(SCc3ccccc3Cl)sc2c1	22	107	1	1	-2	-0.9	-1.8	-9	-11
CC(=O)NCCCc1nc2ccccc2n1Cc1cc(C)ccc1C	64*	97	-25	0	2	-2.9	-2.2	-5	-7
COc1ccccc1CNC(=O)CN1CCC(n2cnc3cc(F)ccc32)CC1	-2	102	-12	0	0	-0.5	-0.1	8	-16
Cc1nn(C)c(C)c1CNC(=O)Nc1cccc(Cl)c1	-7	106	-5	-9	1	-5.8	-4.8	3	18
Fc1ccc(NC(=S)Nc2cccc3cnccc23)cc1	25	113	10	-6	0	-0.3	-0.8	21	98
Cc1ccc(C(NC(=O)N2CCN(C)CC2)C(Cl)Cl)cc1F (stereo not given)	-4	106	2	1	4	-2.0	-2.4	25	18
O=C(N/N=C/c1ccc(Br)s1)c1cccc([N+](=O)[O-])c1	-16	108	-1	-10	-1	-2.1	-3.2	-2	6
CC(Oc1ccccc1Cl)C(=O)N1CCOCC1 (stereo not given)	-14	96	0	-5	2	-2.5	-2.5	-10	8
CCC1CCCCN1CCCNC(=O)c1ccc(CS(=O)(=O)c2ccc(Br)cc2)o1 (stereo not given)	15	101	7	-1	-1	-2.0	-0.7	1	0
CCc1cc(C(=O)N=Nc2c(O)[nH]c3c(Br)cc(Br)cc23)c2ccccc2n1	-1	139*	-4	4	1	-2.2	-1.1	0	8
Cc1c(NC(=S)Nc2ccccc2)c(=O)n(-c2ccccc2)n1C	3	100	-3	4	2	-3.8	-2.5	-2	-8
CC(C)C(=O)N1c2ccccc2NC2=C(C(=O)CCC2)C1c1ccc(N(C)C)cc1 (stereo not given)	26	129*	-14	1	2	-2.4	-3.1	-11	19
CCN1CCN(C(c2ccc(F)cc2)c2nnnn2Cc2ccc3c(c2)OCO3)CC1 (stereo not given)	24	99	17	-8	4	-4.5	-2.4	-5	-7
O=[N+]([O-])c1ccc2ncnc(Nc3ccc4c(c3)OCCO4)c2c1	48	102	4	6	-1	-2.5	-3.7	-7	16
CCOC(=O)C1CCN(c2cc3c(cc2NC(=O)c2cc(OC)ccc2Br)n(C)c(=O)n3C)CC1	24	100	4	4	-2	0.4	-1.9	-10	?
CCC(=O)N1CCc2cc(Br)cc(S(=O)(=O)CCC(=O)NCCc3ccccc3)c21	-2	94	-5	1	-1	-2.4	-3.6	-19	7
Cc1nc2c(-c3ccccc3)c(C)nn2c(C)c1CCC(=O)NC(C)CCc1ccco1 (stereo not given)	-9	109	-24	7	8	-1.1	-3.1	-3	11

Grouped by structure: the compounds so far containing a thiophene ring, fused or not (2)
SMILES	PHOSPHO1 inh	MEKK3 PB1 HTS	DNA FID counter	HCV NS3 hel inh	IDE act	VIM-2 inhibitor	IMP-1 inhibitor	p-CIP stab down	UBC9 SUMO inh
Fc1ccc(-c2csc3ncnc(N4CCN(Cc5ccccc5)CC4)c23)cc1	48	99	-9	-14	1	-3.4	-2.9	2	10
O=C(N/N=C/c1ccc(Br)s1)c1cccc([N+](=O)[O-])c1	-16	108	-1	-10	-1	-2.1	-3.2	-2	6

New compounds follow:
SMILES	PHOSPHO1 inh	MEKK3 PB1 HTS	DNA FID counter	HCV NS3 hel inh	IDE act	VIM-2 inhibitor	IMP-1 inhibitor	p-CIP stab down	UBC9 SUMO inh
NC(=O)c1cc(-c2csc(NCCc3ccccc3)n2)ccc1O	24	103	0	-20	2	0.5	5.0*	-6	-3
C=CCc1cccc(/C=N/NC(=O)CCC(=O)Nc2ccc(C)cc2)c1O	-5	90	-7	-2	5	-5.0	-1.8	-10	21
O=C(Cn1cnc([N+](=O)[O-])n1)N/N=C/c1cccc(Cl)c1	-5	97	-2	12	3	-4.2	-3.2	5	10
COc1ccc(OCCC(=O)Nc2ccccc2)cc1	8	91	-2	-6	0	-0.5	-0.2	-2	7
CC(=O)N1CCN(c2nc3ccc(Br)cc3s2)CC1	-32	97	-34	-3	-7	-0.7	-1.3	-11	-3
COc1cccc(-c2nnc(-c3ccccc3[N+](=O)[O-])o2)c1	36	90	-3	-3	.	-2.3	-1.9	-11	6
CC1CCN(C(=O)CSc2nnc(N)s2)CC1	42	101	-9	6	-2	-3.3	-3.8	-16	-9
O=C(Nc1ccccc1C(=O)OCC(=O)N1CCc2ccccc2C1)c1ccco1	45	98	-20	-5	-2	2.8	2.9	0	20
O=C(CN1CCSC1=NCc1ccccc1)c1ccc(Cl)cc1	-16	100	10	-16	3	-0.3	-1.8	-9	-16
CC1CCOC2(O1)C(=O)N(CN1CCN(c3ccccc3F)CC1)c1ccccc12 (stereo not given)	3	.	1	8	-3	-0.9	-3.7	5	-8
O=C1C(Cl)=C(Nc2ccc3cn[nH]c3c2)C(=O)c2ccccc21	34	108	10	15	-1	4.8	-2.5	59*	42
CCOCC(=O)Nc1cc([N+](=O)[O-])ccc1C	-11	98	-4	-10	3	0.9	-1.1	-2	8
O=C(/C=C/c1cccs1)N1CCN(c2ccc(O)cc2)CC1	0	101	-10	14	4	0.9	-2.5	0	16
O=C(NCCc1ccccc1)C(=O)NCC1OCCN1S(=O)(=O)c1ccc(Br)cc1 (stereo not given)	23	100	-39	-1	1	-2.2	-1.0	-26	3
CCOC(=O)c1[nH]c(C)c(CN(CCc2ccc(OC)c(OC)c2)C(=O)CCCC(=O)O)c1C	2	88	-48	1	-3	-0.2	-1.0	6	2
O=C(NNc1cc(C(F)(F)F)nc2ccccc12)Nc1cccc(Cl)c1	-16	89	-5	-9	7	-1.8	-2.6	-14	-13
Cc1ccnc(NC(c2ccccc2O)c2oc(CO)cc(=O)c2O)c1 (stereo not given)	-74	120	-18	8	4	0.1	-3.8	18	-17
O=C(COc1ccc(Cl)cc1Br)NNC(=O)C(=O)N1CCCCC1	-16	86	-7	1	7	-4.7	-3.4	0	7
Cn1ccc(C(=O)Nc2sc3c(c2C(N)=O)CCCCC3)n1	14	102	0	11	-2	-1.4	3.3	-7	14
COc1cc(C(=O)Nc2ccc(C(=O)NCC3CCCO3)cc2)cc(OC)c1OC (stereo not given)	.	100	-27	-4	1	-2.7	-2.7	2	-11
CCN1CCN(Cc2ccc(NC(=O)c3cc(NC(=O)c4ccno4)cc(OC)c3)cc2C(F)(F)F)CC1	31	76	.	.	1	.	.	-4	8
Cc1ccc2c(c1)Sc1c(ccc3ccccc13)N2	53	105	-7	0	6	-0.7	-3.4	3	30
O=C1c2ccccc2C(=O)N1CCOCCN1C(=O)c2ccccc2C1=O	0	100	2	3	4	-2.1	-2.5	0	-40
Nc1ccc(S(=O)(=O)c2ccc(N)c(N)c2)cc1	24	.	-1	-5	8	0.0	-2.7	4	-17
O=C(CCCn1c(=O)[nH]c2ccccc2c1=O)NCCSCc1ccccc1	-15	101	-25	-2	0	-0.9	-3.1	-7	3
O=C(NCc1cccs1)c1nc2ncccn2n1	16	97	-2	2	3	-2.2	-0.4	-12	-5
COc1ccc(-c2cc(C(=O)N3CCOCC3)c3cc(C)ccc3n2)cc1	13	100	-21	0	2	-2.2	3.5	-9	36
COc1cccc(N/C=C/C(=O)c2ccc(Br)cc2)c1	.	106	-4	2	4	1.3	-0.3	.	.
Cc1cccc2c1ncc1c(=O)n(-c3ccccc3)[nH]c12	38	94	0	-8	5	-1.5	-3.0	-10	6
CCOC(=O)C1CCN(c2ncnc3c2c(-c2ccccc2)cn3-c2ccc(C)cc2)CC1	3	105	9	5	1	0.8	-2.2	-6	8
CN(C)C(=O)CCC(=O)N1CCCC(C(=O)c2ccc(C(F)(F)F)cc2)C1 (stereo not given)	19	98	-16	-3	3	-3.4	-1.2	10	4
Cc1cc[n+](-c2[nH]c(=O)sc2/C=N/NC([S-])=Nc2ccccc2)cc1	-4	86	-3	2	7	0.4	-1.2	-16	-7
COC(=O)c1cc2sc(Cl)cc2n1Cc1nc(-c2ccccc2)oc1C	-15	102	-1	-3	8	-3.4	-5.3	-7	20
CC(C)(C)NC(=O)CN(C(=O)CNS(=O)(=O)c1ccccc1)c1ccc2c(c1)OCCO2	-20	104	-25	-3	7	0.0	-1.0	-2	7
CN1/C(=C/C2CC(=O)N(c3cccc4ccccc34)C2=O)C(C)(C)c2ccccc21 (stereo not given)	26	98	-16	15	-9	0.9	-3.0	-16	21
O=C(Nc1ccccc1N1CCCCC1)c1ncoc1-c1ccc(F)cc1	7	106	1	5	7	-4.2	-1.8	-1	2
O=C1NC(=O)c2cc([N+](=O)[O-])cc3cccc1c23	14	104	10	8	1	3.7	0.0	3	4
COc1cccc(CC(=O)Nc2ccc3nc(C)sc3c2)c1	6	125	-9	-2	-3	-3.1	-4.1	-5	7
Cc1cccc(N(CC(=O)NCC2CCCO2)C(=O)CCC(=O)Nc2nccs2)c1 (stereo not given)	32	101	-32	-5	-3	1.2	-1.1	-11	6
